mcGAS RapidFire – inhibitors of Mus musculus cyclic GMP-AMP synthase, initial high-throughput assay, cell-free, RapidFire MS. Q8C6L5. recombinant mouse cGAS, cGAMP by RapidFire MS. inhibition, % at 12.5 µM. actives 0.18% (n = 130,000);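 active = inhibition of cGAS enzyme activity at or above 60%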;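 note: enzyme stimulated by 45 bp dsDNA with ATP and GTP substrates; cGAMP share of summed cGAMP plus half ATP and half GTP signals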
Target sequence (Q8C6L5 whole entry, looked up): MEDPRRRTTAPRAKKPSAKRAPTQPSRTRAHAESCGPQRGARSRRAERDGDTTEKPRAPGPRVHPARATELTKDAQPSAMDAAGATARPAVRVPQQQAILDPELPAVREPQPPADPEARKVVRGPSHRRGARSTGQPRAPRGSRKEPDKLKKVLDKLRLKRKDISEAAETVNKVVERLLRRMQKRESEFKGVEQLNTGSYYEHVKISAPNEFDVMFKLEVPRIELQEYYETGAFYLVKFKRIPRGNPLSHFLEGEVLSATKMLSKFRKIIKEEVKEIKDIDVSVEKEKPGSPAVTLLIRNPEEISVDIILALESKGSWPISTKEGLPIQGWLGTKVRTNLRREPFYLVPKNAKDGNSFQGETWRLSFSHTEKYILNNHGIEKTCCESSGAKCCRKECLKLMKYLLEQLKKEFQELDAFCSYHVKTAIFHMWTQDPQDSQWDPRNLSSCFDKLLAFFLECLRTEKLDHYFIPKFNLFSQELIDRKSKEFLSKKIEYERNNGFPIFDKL
An asterisk follows results filed as active.

SMILES | mcGAS RapidFire
Cc1cc(=O)c(C(=O)N(C)CC(=O)Nc2ccc(Cl)c(Cl)c2)nn1-c1ccc(Cl)cc1 | 0
Cc1cc(C)n(-c2cccc(CNC3COc4ccccc4C3)c2)n1 (stereo unspecified) | -5
Cc1cc(C)nc(N=Cc2c(O)c3ccccc3oc2=O)n1 | -8
CCOC(=O)C1(CCOc2ccccc2)CCN(C(=O)C2=CCCCC2)CC1 | -6
O=C(O)c1cc(-c2ccco2)nn1-c1ccccc1Cl | -3
CC(C)OC(=O)c1ccc(COc2ccc(C(C)(C)C)cc2)o1 | 1
C[n+]1cn(Cc2ccc(C#N)cc2)c2ccccc21 | -8
CCOc1ccccc1CN(C(=O)c1cccnc1NC)C1CC1 | -10
CC(c1ccc(F)cc1)n1ccc2c(cnc3ncnn32)c1=O (stereo unspecified) | -3
COc1ccc(NC(=O)Cc2ccc3c(c2)OCCO3)cc1S(N)(=O)=O | -3
CCOc1ccc(OCCNC(=O)CCl)cc1 | -5
C=CCNS(=O)(=O)c1ccc2c(c1)NC(=O)CO2 | -18
CS(=O)(=O)N1CCC(C(=O)N2CCN(c3nc4ccccc4s3)CC2)CC1 | 10
Cc1nc(N2CCCCC2C)c2c3c(sc2n1)CCC3 (stereo unspecified) | -10
C=CCNC(=O)C(C#N)=Cc1cccc(Br)c1 | 5

Structures from the list above with a Cl atom, in the order listed:
SMILES | mcGAS RapidFire
Cc1cc(=O)c(C(=O)N(C)CC(=O)Nc2ccc(Cl)c(Cl)c2)nn1-c1ccc(Cl)cc1 | 0
O=C(O)c1cc(-c2ccco2)nn1-c1ccccc1Cl | -3
CCOc1ccc(OCCNC(=O)CCl)cc1 | -5

More records follow:
SMILES | mcGAS RapidFire
NC(=O)CN1C(=O)C2C3C=CC(C3)C2C1=O (stereo unspecified) | 1
COc1ccc(Cl)c2sc(N(Cc3cccnc3)C(=O)CCOc3ccccc3)nc12 | -8
COC(=O)N1CCC(=NOCc2ccccc2)CC1 | -8
Cc1ccc(NC(=O)Cn2ncn3nccc3c2=O)c2cccnc12 | 6
COc1ccc(C=Nc2cccc(-c3cnc[nH]3)c2)cc1 | -24
CN(Cc1ccon1)C(=O)CC1C(=O)NCCN1Cc1cccc(F)c1F (stereo unspecified) | -3
CCOC(=O)c1nn(-c2ccc(C)cc2)c(=O)cc1N1CCN(c2ccc(OC)cc2)CC1 | -12
O=C(CN1CCCOC1=O)NCC1(O)CCCCCC1 | -12
Cc1cc(NC(=O)CN(C)Cc2ccccc2C)n(-c2ccccc2C)n1 | 4
OCCC1CN(C2CCN(CCc3ccccc3)CC2)CCN1C1CCCC1 (stereo unspecified) | 1
CC(C)(C)n1ncc2c(=O)[nH]c(N3CCC(C(=O)N4CCCCCC4)CC3)nc21 | -1
CC(C)(C)c1ccc(C=NOCc2ccc([N+](=O)[O-])cc2)cc1 | -3
CCN(CC)C(=O)N1CCCC(C(=O)Nc2ccc(S(=O)(=O)C(F)F)cc2)C1 (stereo unspecified) | 6
CS(=O)(=O)c1ccc(Br)c(S(=O)(=O)OCC(F)(F)F)c1 | 1
CC1c2ccccc2CN1CC1=NCCN1 (stereo unspecified) | -3
CCN1CCN(c2cc(C(=O)NC3CC3)c3ccccc3n2)CC1 | -16
CS(=O)(=O)c1cccc(NC(=O)CSCc2ccccc2)c1 | 0
Cc1ccsc1C(Cc1ccccc1)NC(=O)Cc1cnn(C)c1 (stereo unspecified) | 8
CCC(CC)NC(=O)c1cc(Cl)ccc1[N+](=O)[O-] | -5
CC(=O)c1cc(C(N)=O)n(C)c1 | -5
CCC1(c2ccc(F)cc2)NC(=O)N(CC(=O)N(C2CC2)C2CCS(=O)(=O)C2)C1=O (stereo unspecified) | -4
O=C(/C=C/c1nc2ccccc2s1)NC1CCC(O)CC1 (stereo unspecified) | -26
CN(CCn1ccc2ccccc21)C(=O)c1ccc(=O)n(C)c1 | -34
CCN(CC)S(=O)(=O)c1c(C)nn(C(=O)CCc2ccccc2)c1C | -9
O=C(NCc1cn[nH]c1-c1cccs1)c1cnn2c1CCCC2 | 6
Cc1cc(C(=O)CSc2nnc(-c3ccco3)n2C)c(C)n1C | -10
O=C(CNC(=O)c1cccs1)NC1CCCC1 | -8
CC(C)Oc1ccc(C2CC(=O)N(c3cccc(Br)c3)C2=O)cc1 (stereo unspecified) | 0
S=c1nc(-c2ccccc2)[nH]n1CN1CCc2ccccc2C1 | 77*
COCC(C)NC(=O)c1cccc(Oc2cccc(C(F)(F)F)c2)c1 (stereo unspecified) | -20
Cc1c(C(=O)NCc2ccc(C#N)cc2)sc(=O)n1CC(=O)N(C)C | 3
Cc1ccc(C2=NN3C(C2)c2cc(Cl)ccc2OC3c2ccncc2)cc1 (stereo unspecified) | -4
CCC(C)(N)c1nccs1 (stereo unspecified) | -27
O=C(c1ccccc1)N1CCN(C(=O)c2ccc3ccccc3n2)CC1 | 4
CCCC(C)NC(=O)CN1CCCC1C(=O)N(C)C (stereo unspecified) | -3
CN(C)S(=O)(=O)c1cccc(CSc2nnc(C(F)(F)F)n2C)c1 | -4
CS(=O)(=O)c1ccc(C(=O)N2CCCc3c(F)cc(F)cc32)cc1 | -7
Cc1ccc(-c2cc(CC(=O)c3c(O)cc(O)cc3O)[nH]n2)cc1 | -3
CN(CC(=O)OCc1ccccn1)S(=O)(=O)c1ccc(F)cc1 | -11
CN(CCOc1ccc(F)cc1)C(=O)c1cc(Cl)c2c(c1)OCCO2 | -9
CNc1cncc(-c2ccc3c(c2)CCO3)n1 | -4
O=C(CCC1CCCC1)N1CCc2ccc(O)cc2CC1 | 7
CC1CN(Cn2nc(-c3cccs3)n(CC3CCCO3)c2=S)CCO1 (stereo unspecified) | -1
CC1=C(C(=O)OCCOc2ccccc2)C(c2ccc3c(c2)OCO3)NC(=O)N1C (stereo unspecified) | 0
Cc1ccc(NC(=O)Cn2cnc3c(nnn3-c3ccc(C)cc3)c2=O)cc1 | 3

Four of these compounds, reformatted:
> Cc1ccc(-c2cc(CC(=O)c3c(O)cc(O)cc3O)[nH]n2)cc1
  mcGAS RapidFire: -3

> CN(CC(=O)OCc1ccccn1)S(=O)(=O)c1ccc(F)cc1
  mcGAS RapidFire: -11

> CN(CCOc1ccc(F)cc1)C(=O)c1cc(Cl)c2c(c1)OCCO2
  mcGAS RapidFire: -9

> CNc1cncc(-c2ccc3c(c2)CCO3)n1
  mcGAS RapidFire: -4

Later entries.
SMILES | mcGAS RapidFire
CC(C)CNc1ccc2c(n1)C(=O)N([C@H](C)C(=O)N[C@H](CO)c1ccccc1)C2 | 7
COCCN(CCOC)Cc1nc2cc(OC)c(OC)cc2c(=O)[nH]1 | 0
Cc1cccn2c(=O)nc(SCC(=O)Nc3ccccc3F)nc12 | -3
Cc1ccc(C)c(NC(=O)CSc2nnc(CNC(=O)c3ccccc3C(F)(F)F)n2-c2cccc(Cl)c2)c1 | -3
CCN1CCN(C(=O)/C(=C/c2cccc(F)c2)n2nnnc2C)CC1 | -57
CN=c1scc(-c2ccc(C)c(C)c2)n1N=Cc1ccc[nH]1 | -4
CN(Cc1ccc(N(C)C)cc1)Cn1[nH]c(C(C)(C)C)nc1=S | -3
CCc1ncc(C(=O)N(Cc2ccccc2)C2CCN(C)CC2)[nH]1 | -7
Cc1[nH]c(=O)sc1S(=O)(=O)N1CCN(C(=O)C(Sc2ccccc2)c2ccccc2)CC1 (stereo unspecified) | -5
CCc1ccc(C(O)c2ncc(-c3ccccc3C)[nH]2)cc1 (stereo unspecified) | -8
CCc1nn2c(C)c(C(=O)OC)nnc2c1-c1ccc(Cl)cc1 | -10
O=c1c(Cl)c(N2CCc3ccccc3C2)cnn1-c1ccc(F)cc1F | -8
CC(C)(C)C(=O)N1CCn2nc(C(=O)NCc3ccccn3)cc2C1 | -1
Cc1n[nH]c(C)c1CCC(=O)N1CC[C@@](C)(O)[C@@H](Cc2ccccc2)C1 | -1
Cc1ccc(-c2ccc3c(c2)COCC(=O)N3C(C)C)cc1C | -6
COc1cc(C(=O)NC(=S)Nc2cc(C)cc(C)c2O)cc(OC)c1OC | -6
CC(=O)c1cccc(OCc2cc(C(=O)N(C)Cc3ccc(F)cc3)n[nH]2)c1 | -5
CC1CCCCN1S(=O)(=O)N1CCN(C(=O)OC(C)(C)C)CC1(C)C (stereo unspecified) | 2
CN=c1scc(-c2ccccc2F)n1N=Cc1ccccc1 | -17
CCOc1ccc(OCCOc2ccccc2[N+](=O)[O-])cc1 | -4
CC1CCCC(NC(=O)Cn2nnnc2C(C)(C)C)C1C (stereo unspecified) | 0
COc1ccc(C(=O)O/N=C2/CCCc3c2ccc(O)c3C)cc1OC | -5
CC(C)(C)n1ncc2c(=O)n(NC(=O)COc3ccc(Cl)cc3)cnc21 | -1
O=C1N(Cc2ccc(F)cc2)C(c2ccccc2)=NOC12CCC2 | -4
Fc1ccc(N=Cc2cccnc2)cc1F | -3
Cc1cc(CC(=O)NCc2ccc(COCC(F)(F)F)cc2)n[nH]1 | 2
CC1(C(=O)Nc2cccc3cccnc23)CCN1C1Cc2ccccc2C1 (stereo unspecified) | -1
CCC1=NN2C(=N)/C(=C/c3cccc(OS(=O)(=O)c4ccc(C)cc4)c3)C(=O)N=C2S1 | 24
C=CCOC(=O)C1=C(C)NC(=O)NC1c1ccccc1F (stereo unspecified) | -3
Cc1nc(C)n(CC2CCCN(CC(=O)NC(C)(C#N)C3CC3)C2)n1 (stereo unspecified) | -9
CCN(CC1CCOCC1)c1cc(C2CCCNC2)nc(C)n1 (stereo unspecified) | -10
COc1ccc(C(O)C2C(=O)NC(=S)NC2=O)c(C(=O)O)c1OC (stereo unspecified) | -4
S=c1n(-c2ccccc2)cnn1CN1CCCC1c1cccs1 (stereo unspecified) | 0
CCOC(=O)N1CCN(Cc2nc3c(c(=O)n(C)c(=O)n3C)n2Cc2cccc(C)c2)CC1 | -11
O=S(=O)(Cc1ccc(Cl)c(Cl)c1)NCc1cscn1 | -4
COc1cc(NS(=O)(=O)c2ccc(F)c(F)c2F)c(OC)cc1Cl | -2
Cc1c(NC(=O)CCN2C(=O)C(C)Oc3ccccc32)cccc1[N+](=O)[O-] (stereo unspecified) | -10
Cc1nc(CN(C)C(=O)c2coc(COc3ccc(F)cc3Cl)n2)no1 | -4
COc1ccc(OCC(O)Cn2c(C)nc3ccccc32)cc1 (stereo unspecified) | 2
Cc1ccc2c(=O)c(/C=N\NC(=O)CCC(=O)Nc3ccc(C(=O)O)cc3)coc2c1 | 19
CCN1CCN(CC(=O)NC(C)(CC)c2ccccc2)C(=O)C1=O (stereo unspecified) | -5
Cc1cccc(-c2cn[nH]c2C2CCN(C(=O)c3ncc[nH]3)CC2)c1 | -27
CNC(C)(C)C(=O)NCCC1CN(C)CCO1 (stereo unspecified) | -10
CCOc1ccc(C(=O)NCC(=O)OCC#N)cc1 | -3
CC(=O)Nc1nnc(-c2cc3ccccc3o2)o1 | 0
O=C(N1CC[C@H](CO)[C@@H](O)C1)C1(S(=O)(=O)c2ccccc2)CC1 | -13
NCCOc1ccc(Cl)cc1Cc1ccccc1 | -5
Cc1cc(NCC(C)(C)N2CCCCC2)c2ccccc2n1 | -5
CCn1c(CC2CCN(c3nc(OC)cc(OC)n3)CC2)nn(C)c1=O | -14
Cn1c(=O)c2c(ncn2CC(=O)Nc2sccc2C(N)=O)n(C)c1=O | -9
O=C(CC12CC3CC(CC(C3)C1)C2)OCC(=O)c1ccc(Cl)s1 | 4
CCN(CC)CCSc1ccc(-c2cccnc2)nn1 | -12
COc1ccc2c(c1)sc(=N)n2CC(=O)Nc1c(Cl)cc(Cl)cc1Cl | 20
CCOCc1ccc(C(=O)Nc2ccc(C)cc2Br)o1 | -13
CCn1ccc(C(=O)N(Cc2ccccn2)c2nc3ccc(OC)cc3s2)n1 | 8
COc1cccc(NC(=O)C(C)OC(=O)c2ccc(OC)cc2F)c1 (stereo unspecified) | -7
Cc1ccc(N2CC(C(=O)N(C)C(C3CC3)C3CC3)CC2=O)c(F)c1 (stereo unspecified) | 5
COCCNc1nc(Nc2ccc(C)c(C)c2)c2nccnc2n1 | -16
Cc1cc(C(=O)CN2C(=O)NC3(CCCCCC3)C2=O)c(C)s1 | -2
COC(C)(C)c1noc(CCn2c(C)csc2=O)n1 | 2

4 compounds drawn at random from those above:
SMILES | mcGAS RapidFire
COc1cccc(NC(=O)C(C)OC(=O)c2ccc(OC)cc2F)c1 (stereo unspecified) | -7
NCCOc1ccc(Cl)cc1Cc1ccccc1 | -5
CCn1ccc(C(=O)N(Cc2ccccn2)c2nc3ccc(OC)cc3s2)n1 | 8
O=C(CC12CC3CC(CC(C3)C1)C2)OCC(=O)c1ccc(Cl)s1 | 4

The results go on:
SMILES | mcGAS RapidFire
Cc1cc(C(=O)CSc2nnc(C3CC3)n2C2CC2)c(C)n1C(C)C | -1
COc1cccc(C(C)N(C)C(=O)CCc2nnc(Cc3cc(OC)ccc3OC)o2)c1 (stereo unspecified) | 5
CC[C@]1(O)C[C@H]2CN(CCc3c([nH]c4ccccc34)[C@@](C(=O)OC)(c3cc4c(cc3OC)N(C)[C@H]3[C@@](O)(C(N)=O)[C@H](O)[C@]5(CC)C=CCN6CC[C@]43[C@@H]65)C2)C1 | -7
COc1ccc(OC)c2sc(N(Cc3ccccn3)C(=O)Cc3ccc(S(C)(=O)=O)cc3)nc12 | 2
CC(C)c1ccc(NC2CCCN(C(=O)c3ccsc3)C2)cc1 (stereo unspecified) | -8
O=S(=O)(c1ccc(N2CCCCC2)c(N=Cc2ccccc2O)c1)N1CCCCC1 | -8
CCCc1nc(C(=O)NC2CCC(n3cnnc3)CC2)cs1 (stereo unspecified) | -24
N#CC1C(=N)Oc2n[nH]c(-c3ccccc3)c2C1c1cccc(Br)c1 (stereo unspecified) | 0
Cc1c(-c2ccccc2)[nH]c2c(CNC(=O)c3cnn(C)c3)cc(Cl)cc12 | -29
Nc1nonc1-c1noc(C2CCCCC2)n1 | -1
O=C(c1ccccc1F)N1CCN(Cc2ccc3c(c2)OCO3)CC1 | -8
CCN(CC)S(=O)(=O)c1ccc2nnc(SC(C)C#N)n2c1 (stereo unspecified) | -4

High-throughput results (PubChem)

These rows are one share of the data (hit frequency here may not be typical).
